Assay outcomes as filed in PubChem.
RXFP1 antag – qHTS Assay for Antagonists of the Relaxin Receptor RXFP1; Relaxin receptor 1 (Homo sapiens), Q9HBX9; HEK293-RXFP1, relaxin-stimulated cAMP HTRF, 30 min; active compounds read low; activity change, negative = inhibition, % at 57.5 µM; 350,000 tested, 0.59% active; AID 1259400, 2018;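 active = activity change of -60% or lower, but not beyond a set lower limit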
Target sequence (Q9HBX9 whole entry, looked up): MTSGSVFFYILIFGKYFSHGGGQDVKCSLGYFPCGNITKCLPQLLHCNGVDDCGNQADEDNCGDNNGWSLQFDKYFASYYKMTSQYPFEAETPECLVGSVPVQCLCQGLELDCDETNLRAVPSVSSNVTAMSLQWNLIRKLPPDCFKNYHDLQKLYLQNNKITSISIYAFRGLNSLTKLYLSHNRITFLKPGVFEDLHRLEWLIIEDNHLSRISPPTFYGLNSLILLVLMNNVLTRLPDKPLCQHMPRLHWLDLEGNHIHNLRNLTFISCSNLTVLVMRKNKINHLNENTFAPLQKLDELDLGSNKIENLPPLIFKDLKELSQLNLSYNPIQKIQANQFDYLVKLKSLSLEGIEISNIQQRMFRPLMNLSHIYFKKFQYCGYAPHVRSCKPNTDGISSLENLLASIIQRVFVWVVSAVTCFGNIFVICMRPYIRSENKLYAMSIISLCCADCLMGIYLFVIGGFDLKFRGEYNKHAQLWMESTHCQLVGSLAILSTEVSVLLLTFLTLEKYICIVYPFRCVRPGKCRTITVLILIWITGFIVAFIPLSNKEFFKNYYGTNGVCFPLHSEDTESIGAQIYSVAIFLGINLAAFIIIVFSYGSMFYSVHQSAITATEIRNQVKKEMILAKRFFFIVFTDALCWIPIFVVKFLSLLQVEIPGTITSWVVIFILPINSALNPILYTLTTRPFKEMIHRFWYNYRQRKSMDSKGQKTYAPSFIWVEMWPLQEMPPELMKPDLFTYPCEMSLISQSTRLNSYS
* = called active by the depositor. % is set by controls: 0 for no effect and ±100 for the full control effect. Some of the compounds tested; count on the stated rates, not on these rows.

SMILES	RXFP1 antag
O=C(COC(=O)c1ccccc1)NCC1COc2ccccc2O1 (stereo not drawn)	3
CN(Cc1nc2ccccc2c(=O)[nH]1)C(=O)c1cc2c(s1)CCCCC2	-2
COc1ccc(C(OC(=O)c2ccco2)C(=O)NC(C)(C)C)cc1OC (stereo not drawn)	16
Cc1ccc(S(=O)(=O)N2C[C@H]3C(=O)C[C@@H](c4ccccc4)N(S(=O)(=O)c4ccc(C)cc4)[C@H]3C[C@H]2c2cccc(Cl)c2)cc1	-11
Nc1nc(N)c(Br)c(Nc2ccc(Cl)c(Cl)c2)n1	1
Nc1nnc2cc(Br)ccc2n1	-3
CCN(CC)C(=O)C1=C(C)N(CCC2=CCCCC2)C(=O)C(CC(=O)NCCc2ccccn2)C1 (stereo not drawn)	10
COc1ccccc1N(CC(=O)NCCSCc1ccccc1)S(=O)(=O)c1ccccc1	14
CC1CCN(C(=O)c2ncn3c2c(=O)[nH]c2cccnc23)CC1	5
CCCCCCN1C[C@@H](O)[C@H](n2cc(-c3ccc(F)cc3)nn2)C[C@@H]1c1ccccc1	-14
N#CC1(C#N)OC12CCS(=O)(=O)c1ccccc12 (stereo not drawn)	-1
COC(=O)Cc1cc(C)cc2c(=O)cc(-c3ccoc3)oc12	-24
C[C@@H]1CN([C@@H](C)CO)C(=O)CCCn2nncc2CO[C@H]1CN(C)C	7
O=C1CCC2(CCCC2)c2ccccc21	10
O=C(COC(=O)CCSc1ccccc1)Nc1ccccc1	1
CC(NC(=O)COC(=O)COc1ccc(Cl)cc1)c1ccccc1 (stereo not drawn)	5
CS(=O)(=O)N(CC(=O)N1CCCC1)c1ccc(F)cc1	2
O=C(Cn1nnc(-c2ccccc2Cl)n1)Nc1cccc(S(=O)(=O)N2CCCC2)c1	-2
CCCCOc1ccc(/C=C(\C(=O)O)c2ccc(S(=O)(=O)N3CCCC3)s2)cc1	-1
COC(=O)c1c(C)[nH]c(O)c1C=Nc1ccc(C(C)C)cc1	-37

Pulled by structure from the list above:
SMILES	RXFP1 antag
C[C@@H]1CN([C@@H](C)CO)C(=O)CCCn2nncc2CO[C@H]1CN(C)C	7
O=C1CCC2(CCCC2)c2ccccc21	10
N#CC1(C#N)OC12CCS(=O)(=O)c1ccccc12 (stereo not drawn)	-1

(further entries)
SMILES	RXFP1 antag
CN(CC(=O)Nc1ccc2c(c1)OCO2)CC(=O)Nc1ccc(F)c(F)c1F	3
CN1CC(=O)N(CC(=O)Nc2cccc3ccccc23)C1=O	-1
COCCn1c(SCC(=O)NC(=O)NC2CCCCC2)nc2ccccc2c1=O	-9
O=C(NC1CCCCCC1)c1cccc(S(=O)(=O)N2CCOCC2)c1	2
CCN(Cc1ccncc1)C(=O)c1cccc(S(=O)(=O)N2CCCCC2)c1	-4
O=C1c2cccc3cccc(c23)C(=O)N1CCO	1
Cc1ccc(C(CC(=O)c2ccco2)SCCO)cc1 (stereo not drawn)	-2
C=CCC1(CC=C)CCCN1C(=O)C1CCC(=O)N(Cc2ccc(Cl)cc2)C1 (stereo not drawn)	-1
O=[N+]([O-])c1cccc(Oc2ncccc2[N+](=O)[O-])c1	-4
CC(=O)C1CCC2C3CC(C)C4(O)CC(=O)CCC4(C)C3C(O)CC12C (stereo not drawn)	6
O=C(Nc1cccc(NC(=O)c2cc([N+](=O)[O-])ccc2Cl)n1)c1cc([N+](=O)[O-])ccc1Cl	-1
CN(C)C(=O)c1ccc(NC(=O)c2cccc(-n3cnnn3)c2)cc1	1
CCOc1ccc(NC(=O)CN(C)C2=NS(=O)(=O)c3ccccc32)cc1	1
Cc1nnc(Cc2ccco2)c2n[nH]c(C)c12	16
CCOC(=O)CCCCCC(=O)Nc1ccc2c(c1)C(=O)N([C@H](C)CO)C[C@H](C)[C@H](CN(C)C(=O)C1CCCCC1)OCCCC[C@@H](C)O2	8
Cc1cccc(NNC(=S)Nc2ccccc2)c1	-6
CCN(Cc1ccccc1)N=Nc1ccccc1	-14
COc1cc(CNC[C@H]2O[C@@H](n3ccc(N)nc3=O)[C@H](O)[C@@H]2O)ccc1OCc1ccc(C)cc1	-1
CC(NC(=O)C(c1ccccc1)c1ccccc1)c1ccccc1 (stereo not drawn)	-4
NC(N)=N/N=C(\N=Nc1ccccc1)c1cccc2cccnc12	-37
Cc1ccc(-n2cnc3c(=O)[nH]cnc32)cc1[N+](=O)[O-]	1
Cc1cc(OCC(=O)Nc2nnc(C3CC3)s2)ccc1Cl	2
CCC[C@H]1CN(c2ccccc2)C(=O)[C@@H]1CC(=O)Nc1ccc(OC)cc1	5
C[C@H](CO)N1C[C@H](C)[C@@H](CN(C)S(=O)(=O)c2ccc(-n3cccn3)cc2)OCc2cn(nn2)CCCC1=O	9
CC1CCc2c(sc(NC(=O)c3cccn3C)c2C(N)=O)C1 (stereo not drawn)	-17
CCC1NC(=O)c2cc3ccccc3cc2-n2c1nc1cc(OC)c(OC)cc1c2=O (stereo not drawn)	-2
COc1cccc2c1C(=O)CC1C2CCC2CC(=O)CCC21C (stereo not drawn)	-9
COc1ccc(N2CC(C(=O)N3CCN(S(=O)(=O)c4ccc(F)c(F)c4)CC3)CC2=O)c(OC)c1 (stereo not drawn)	-1
O=S1(=O)CCN(c2ccccc2CC(c2c[nH]c3ccccc23)c2c[nH]c3ccccc23)CC1	-5
O=C(COc1ccc(F)cc1)NNC(=O)Cn1ccc(C(F)(F)F)n1	-11
COc1ccccc1S(=O)(=O)Cc1ccc(C(=O)NCCN(C)C)o1	6
COc1ccc(NC(=O)c2ccc(-n3cccn3)nc2)cc1	32
COc1cc(C=NN2CCCCC2)cc(OC)c1OC	-5
NC(=Nc1ccccc1)N(c1ccccc1)c1ccccc1	-8
O=[N+]([O-])c1cc(-c2cnc3ccccc3n2)ccc1Oc1ccc(Br)cc1	-12
CC1CCCC(C)N1C(=O)COC(=O)CCC(=O)c1ccc(F)cc1 (stereo not drawn)	-1
C[C@@H]1CN([C@@H](C)CO)C(=O)CCCn2nncc2CO[C@@H]1CN(C)S(=O)(=O)c1ccc(Cl)cc1	3
Cc1ccc(S(=O)(=O)N2CCC[C@H]2C(=O)OCC(=O)N2CCc3ccccc32)cc1	-9
COc1cccc(OC)c1C(=O)Nc1cccc(S(=O)(=O)Nc2ccccc2Cl)c1	2
CCCCCCCCCCCCCCCC(=O)Nc1ccn(C2OC(CO)C(O)C2O)c(=O)n1 (stereo not drawn)	-10
CN(C)CCCN1c2ccc(O)cc2Sc2ccc(Cl)cc21	-17
Cc1occc1C(=O)N/N=C/c1cccnc1	-13
O=C(COC(=O)c1cccc(-n2cnnn2)c1)c1ccc(F)c(F)c1	5
CC(NC(=O)c1cccs1)c1ccc(Br)cc1 (stereo not drawn)	-2
NC1=NN(c2ccccc2)C(=O)C1	-4
O=C(NN=Cc1ccc(N2CCOCC2)s1)c1ccc([N+](=O)[O-])cc1	5
Cc1ccc(Cc2c(-c3ccc(C)cc3)nc3c4ccccc4ccn23)cc1	-3
C=C[C@]12CC[C@H](OC(C)=O)CC1=CCC1C2CC[C@@]2(C)C1CCC21OCCO1 (stereo partly drawn)	-4
O=C1CCCCCCCCCC/C(=N\O)CCCO1	-19
CNC[C@H]1Oc2cc(Br)ccc2S(=O)(=O)N([C@@H](C)CO)C[C@@H]1C	9

Reprinted from the part before: 7 entries, followed by the next part.
SMILES	RXFP1 antag
CC(NC(=O)c1cccs1)c1ccc(Br)cc1 (stereo not drawn)	-2
NC1=NN(c2ccccc2)C(=O)C1	-4
O=C(NN=Cc1ccc(N2CCOCC2)s1)c1ccc([N+](=O)[O-])cc1	5
Cc1ccc(Cc2c(-c3ccc(C)cc3)nc3c4ccccc4ccn23)cc1	-3
C=C[C@]12CC[C@H](OC(C)=O)CC1=CCC1C2CC[C@@]2(C)C1CCC21OCCO1 (stereo partly drawn)	-4
O=C1CCCCCCCCCC/C(=N\O)CCCO1	-19
CNC[C@H]1Oc2cc(Br)ccc2S(=O)(=O)N([C@@H](C)CO)C[C@@H]1C	9
CC/C(=N/NC(=O)c1ccc2c(c1)OCO2)c1ccccc1O	6
CC(C)CCC(=O)Nc1cc(S(=O)(=O)N2CCOCC2)ccc1N1CCCC1	-2
CC(=O)OCC1CC(COC(C)=O)C(COC(C)=O)CC1COC(C)=O (stereo not drawn)	-10
CCCCN(C(=O)c1ccc(S(=O)(=O)N(C)c2ccccc2)cc1)c1c(N)n(CCC)c(=O)[nH]c1=O	9
CCOc1ccccc1Nc1cc(C)nc2ccc(C)cc12	1
COC1(OC)C(/C=C/c2ccc(C)cc2)C(C#N)(C#N)C1(OC)OC (stereo not drawn)	-10
COc1ncnc2c1ncn2CCCN(C)CCc1ccccn1	3
O=C1Cc2cc(S(=O)(=O)N3CCNCC3)ccc2N1	-5
C=CCn1c(SCC(=O)Nc2cc(C)on2)nc2ccccc21	1
CC1CCCCC12NC(=O)N(CC(=O)NCc1ccccc1Cl)C2=O (stereo not drawn)	-12

Rewritten as a markdown table: seven of the compounds above
| Compound | RXFP1 antag |
| --- | --- |
| CC/C(=N/NC(=O)c1ccc2c(c1)OCO2)c1ccccc1O | 6 |
| CC(C)CCC(=O)Nc1cc(S(=O)(=O)N2CCOCC2)ccc1N1CCCC1 | -2 |
| CC(=O)OCC1CC(COC(C)=O)C(COC(C)=O)CC1COC(C)=O (stereo not drawn) | -10 |
| CCCCN(C(=O)c1ccc(S(=O)(=O)N(C)c2ccccc2)cc1)c1c(N)n(CCC)c(=O)[nH]c1=O | 9 |
| CCOc1ccccc1Nc1cc(C)nc2ccc(C)cc12 | 1 |
| COC1(OC)C(/C=C/c2ccc(C)cc2)C(C#N)(C#N)C1(OC)OC (stereo not drawn) | -10 |
| COc1ncnc2c1ncn2CCCN(C)CCc1ccccn1 | 3 |

Later entries:
SMILES	RXFP1 antag
COc1ccc(C(CNC(=O)c2cc(S(=O)(=O)Nc3cccc(C)c3)ccc2C)N2CCOCC2)cc1 (stereo not drawn)	2
N#CC(c1ccccc1)C(CC(=NO)c1ccccc1)c1ccccc1 (stereo not drawn)	-91*
Cc1ccc(N(Cc2ccccc2)C(=O)CSC(C)C(=O)Nc2cc(C)on2)cc1 (stereo not drawn)	4
O=C(CCCN1C(=O)/C(=C\c2cccc(Br)c2)SC1=S)Nc1ccc(C(=O)O)cc1	2
NC[C@H]1O[C@H](O[C@H]2[C@H](O)[C@@H](O[C@H]3O[C@H](CO)[C@@H](O)[C@H](N)[C@H]3O)[C@H](N)C[C@@H]2N)[C@H](N)[C@@H](O)[C@@H]1O	15
CCOC(=O)c1ccc(S(=O)(=O)N2CCN(CCc3ccncc3)CC2)cc1	9
CCCCN1C(=O)C(CC(=O)NC2CCCC2)CC(C(=O)N(C)C)=C1C (stereo not drawn)	6
COC(=O)C[C@@H]1C[C@@H]2c3cc(NS(=O)(=O)c4ccc(F)cc4)ccc3O[C@@H]2[C@@H](CO)O1	-1
CCN1CCN(c2ccc(NC(=O)c3cccc(S(=O)(=O)N4CCCC4)c3)cc2)CC1	-8
O=C(CCNC(=O)c1ccc(Br)cc1)NNC(=O)c1ccccc1	-3
COc1ccc(CCNC(=O)C2CCN(S(=O)(=O)c3cccc4nsnc34)CC2)cc1OC	9
COc1ccc(NC(=O)CN(C)C(=O)c2ccc(S(=O)(=O)N3CCOCC3)cc2)cc1	5
CC1=C(C(=O)N(C)C)CC(CC(=O)NC(c2ccccc2)c2ccccc2)C(=O)N1CCCN1CCCC1=O (stereo not drawn)	1
C=C(C)C(=O)N1CCN(C(=O)C(=C)C)c2ccccc21	3
O=C(O/N=C1\CCCCC1c1ccc([N+](=O)[O-])cc1[N+](=O)[O-])c1c(F)cccc1F (stereo not drawn)	-12
CC(=O)OC1CC2(C)C(CCC2(O)C(C)=O)C2CCC3C(Cl)C(=O)CCC3(C)C12 (stereo not drawn)	-4
CCN1CCN(c2ccc(S(=O)(=O)N3CCOCC3)cc2NC(=O)CC(NC(C)=O)c2ccccc2)CC1 (stereo not drawn)	-1
CC1=C(C(=O)N(C)C)CC(CC(=O)NCc2cccc3ccccc23)C(=O)N1CCCN1CCCC1=O (stereo not drawn)	5
COc1ccc([C@@H]2C[C@H]3[C@@H](CN2S(=O)(=O)c2ccccc2)C(=O)C[C@@H](c2ccccc2F)N3S(=O)(=O)c2ccc(C)cc2)cc1	-2
CCCCCC(=O)N1C[C@@H](n2cc(-c3ccc(F)cc3)nn2)[C@H](O)C[C@@H]1c1ccc(C)cc1	-10
COc1ccc(CNC(=O)COC(=O)CN2C(=O)C3CC=CCC3C2=O)cc1 (stereo not drawn)	20
COc1cc(C(=O)Nc2cc(S(=O)(=O)N3CCOCC3)ccc2N2CCOCC2)ccc1OC(F)F	0
O=C(NN1CCCCCC1)c1ccccc1F	-6
N#Cc1ccccc1S(=O)(=O)N1CCN(Cc2cccs2)CC1	-7
O=C(NCC(=O)N1CCN(c2ccc([N+](=O)[O-])cc2)CC1)c1ccco1	-6
COC(=O)c1c(NC(C)=O)sc(Cc2ccccc2)c1C	-1
COc1cccc2c1C(=O)c1c(O)c3c(c(O)c1C2=O)C[C@@](O)(C(=O)CO)C[C@@H]3OC1CC(N)C(O)C(C)O1 (stereo partly drawn)	-6
O=C(NNCc1ccccc1)c1ccccn1	-5
CCC(=O)c1cn(CC(=O)Nc2ccc(F)cc2)c2ccccc12	1
N#Cc1cc(Oc2ccc(Cl)cc2)c(N2CCOCC2)cc1C#N	-11
CC(=O)c1ccc(NC(=O)C(C)Sc2nnc(-c3ccncc3)n2C2CC2)cc1 (stereo not drawn)	-6
Cn1c(N)c(C(=O)COC(=O)c2cccc(S(=O)(=O)N3CCOCC3)c2)c(=O)n(C)c1=O	-1
COc1ccccc1N=NNc1ccccc1OC	16
CSCCC(NC(=O)/C(=C/c1ccco1)NC(=O)c1ccco1)C(=O)O (stereo not drawn)	25
CCCCCC(=O)N1C[C@@H](O)[C@H](n2cc(-c3ccc(F)cc3)nn2)C[C@@H]1c1ccc(OC)cc1	-10
Cn1cnnc1SCC(=O)NC1CC1	6
O=C(CCl)Nc1ccc(S(=O)(=O)NC2=NCCCCC2)cc1	-9
O=C(c1ccc(Br)cc1)N1CCN(c2ncccn2)CC1	5
O=C(NCCCO)C12CC3CC(CC(C3)C1)C2	0
